TLR4 MyD88 comp – TLR4-MyD88 interaction inhibition in cells; HeLa CL3-4 TLR4/MyD88 BLA complementation, FRET ratio; inhibition, % at 8.4 µM; actives 0.18% (n = 200,000); AID 861; in the data active = inhibition above about 25%;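 note: 0% = vehicle and 100% = reference inhibitor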
bIAP act – intestinal alkaline phosphatase (bovine) activation; purified bovine IAP, CDP-star luminescence, 30 min; stronger effect = higher value; fold of DMSO-control signal, blank-subtracted; activation factor at 20 µM; actives 0.17% (n = 200,000); AID 1016;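 active = activation factor of 2 or more at 20 µM, a signal rise over negative controls twice the positive control's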
PPARg SRC-1 ag – agonists of human PPARgamma SRC-1 coactivator recruitment; P37231; PPARgamma-SRC-1 coactivator recruitment biochemical assay; activation, % at 8 µM; actives 0.41% (n = 200,000); AID 631; in the data active = activation above about 19%;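 note: 0% = DMSO and 100% = reference agonist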
Redox H2O2 prof – compounds producing H2O2 with reducing agent – biochemical, NIH compound library profiling, artefact control for MLSCN library redox annotation, primary screen | DTT-dependent redox cycling H2O2, phenol red/HRP absorbance; 100% = 100 µM peroxide control, 0% = buffer | activation, % at 10 µM | actives 0.03% (n = 200,000) | AID 878;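 active = activation of at least 50% relative to the plate's high and low controls in the primary single-dose screen; inactive = activation below 50%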;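 note: compound incubated with DTT at 0.8 mM final as the reducing agent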
SRC2 TRFRET art – TR-FRET artefact, counter-screen to PPARgamma/SRC-2 agonist assay | stronger effect = higher value | TR-FRET ratio at 8 µM | actives 0.4% (n = 200,000) | AID 1049; in the data active = TR-FRET ratio above about 2000; note: inactives centre near 1500; reference of the scale not given here
L major viab – Leishmania major promastigote growth inhibition; actives 9% (n = 200,000); inhibition, % at 10 µM; Leishmania major promastigotes, resazurin fluorescence viability; AID 1063; in the data active = inhibition above about 50%;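 note: promastigotes grown with compound for 44 hours at 28 °C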
bIAP inhibitor – intestinal alkaline phosphatase (bovine) inhibition; purified bovine IAP, CDP-star luminescence, 30 min; inhibition, % at 20 µM; 190,000 tested, under 10 active; AID 1019;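 active = over 50% inhibition of intestinal alkaline phosphatase at 20 µM in the single-dose screen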
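System: purified bovine intestinal alkaline phosphatase (IAP) enzyme; Input: IAP diluted 1/65,000,000 in the well; Measured by: CDP-star luminescence signal; Compound dosing: 20 µM single dose; Incubation: 30 min reaction at room temperature.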
PPARg SRC2 recr – PPARgamma-driven SRC-2 recruitment agonism | P37231 | PPARgamma LBD-SRC-2 recruitment, biochemical | activation, % at 8 µM | actives 0.34% (n = 200,000) | AID 1032; in the data active = activation above about 22%;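 note: 0% = vehicle and 100% = reference agonist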
PPARg SRC-3 ag – agonists of human PPARgamma SRC-3 coactivator recruitment | AID 731 | activation, % at 8 µM | actives 0.26% (n = 200,000) | P37231 | biochemical PPARgamma/SRC-3 coactivator recruitment assay; in the data active = activation above about 23%;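 note: 0% = DMSO and 100% = reference agonist; some compounds past the cut are filed as inactive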
S1P3 antag – blocks the human S1P3 receptor. Q99500. CHO S1P3 NFAT-BLA reporter, FRET fluorescence, antagonist mode. inhibition, % at 4.98 µM. actives 0.27% (n = 170,000). AID 485;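 active = inhibition above the plate cutoff, the mean inhibition of test wells on that plate plus 3 SD, cut at about 28% in these data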;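 note: cells challenged with S1P at its EC80 of 0.8 µM; blue over green emission ratio from cleaved BLA substrate after 4 h stimulation; 0% = S1P-stimulated wells and 100% = unstimulated DMSO-only wells; some compounds past the cut are filed as inactive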
Target sequence (Q99500 whole entry, looked up): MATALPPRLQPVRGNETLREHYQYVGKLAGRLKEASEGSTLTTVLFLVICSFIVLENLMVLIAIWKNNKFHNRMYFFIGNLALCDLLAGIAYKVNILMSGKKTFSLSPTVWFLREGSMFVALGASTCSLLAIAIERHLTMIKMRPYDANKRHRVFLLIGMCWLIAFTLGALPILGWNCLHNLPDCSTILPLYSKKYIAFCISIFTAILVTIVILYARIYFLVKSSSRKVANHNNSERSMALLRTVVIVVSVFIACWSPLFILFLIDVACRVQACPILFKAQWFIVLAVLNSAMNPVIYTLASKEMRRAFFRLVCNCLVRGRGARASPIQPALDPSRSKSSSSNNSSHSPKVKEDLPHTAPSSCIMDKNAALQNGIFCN
ROMK primary – modulators of human ROMK potassium channel. P48048. Tet-inducible ROMK, thallium flux fluorescence; actives lie on both sides. B-score at 10 µM. actives 2% (n = 130,000). AID 1918;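 active = signal ratio slope over the read window, or its plate-corrected B-score, at least 3 SD from the plate mean, either direction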;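 note: B-score of the F/F0 ratio slope over 7 to 12 s after thallium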
Target sequence (P48048 whole entry, looked up): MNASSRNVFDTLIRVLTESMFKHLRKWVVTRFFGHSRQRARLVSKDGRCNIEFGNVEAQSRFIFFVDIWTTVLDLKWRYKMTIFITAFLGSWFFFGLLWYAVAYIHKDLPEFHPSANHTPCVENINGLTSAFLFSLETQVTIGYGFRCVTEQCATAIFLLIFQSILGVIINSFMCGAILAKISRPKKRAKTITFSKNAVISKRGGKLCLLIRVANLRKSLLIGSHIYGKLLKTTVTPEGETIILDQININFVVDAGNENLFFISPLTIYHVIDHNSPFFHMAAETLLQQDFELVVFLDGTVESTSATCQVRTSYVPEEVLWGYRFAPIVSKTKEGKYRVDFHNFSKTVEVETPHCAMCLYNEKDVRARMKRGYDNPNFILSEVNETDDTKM
* marks the source's active call; other numbers are inactive results.

Screening Clc1cncc(Cl)c1N/N=C/c1ccncc1 returned TLR4 MyD88 comp 6, bIAP act 0.8, PPARg SRC-1 ag -2, Redox H2O2 prof -0.1, SRC2 TRFRET art 1640, L major viab 26, bIAP inhibitor 18, PPARg SRC2 recr 7, PPARg SRC-3 ag -1, S1P3 antag 16 and ROMK primary 4.1*.
Screening c1cnn(-c2cc(N3CCOCC3)ncn2)c1 returned TLR4 MyD88 comp 4, bIAP act 0.9, PPARg SRC-1 ag 1, Redox H2O2 prof -2.4, SRC2 TRFRET art 1508, L major viab -8, bIAP inhibitor 7, PPARg SRC2 recr 7, PPARg SRC-3 ag 0, S1P3 antag 0 and ROMK primary -0.42.
Screening CNc1nc(N/N=C/c2ccc([N+](=O)[O-])cc2)nc(Nc2ccccc2)n1 returned TLR4 MyD88 comp 0, bIAP act 0.9, PPARg SRC-1 ag -5, Redox H2O2 prof 0.6, SRC2 TRFRET art 1704, L major viab 17, bIAP inhibitor 9, PPARg SRC2 recr 6, PPARg SRC-3 ag 5, S1P3 antag 0 and ROMK primary -0.41.
`O=C(CN1CCN(S(=O)(=O)c2ccc(Cl)cc2)CC1)Nc1ccc(N2CCOCC2)cc1` gave TLR4 MyD88 comp 7, bIAP act 1, PPARg SRC-1 ag 4, Redox H2O2 prof 0.4, SRC2 TRFRET art 1639, L major viab -5, bIAP inhibitor -4, PPARg SRC2 recr 3, PPARg SRC-3 ag 0 and S1P3 antag -5.
For CCOC(=O)C1=NN(C(=O)Cc2ccccc2)C(O)(C(C)(C)C)C1 (stereo not drawn) the results were TLR4 MyD88 comp -5, bIAP act 1, PPARg SRC-1 ag -9, Redox H2O2 prof -0.2, SRC2 TRFRET art 1278, L major viab -6, bIAP inhibitor -3, PPARg SRC2 recr -1, PPARg SRC-3 ag 2, S1P3 antag -11 and ROMK primary -13*.
For CCn1cc(C(=S)N2CCC(C(N)=O)CC2)c2ccccc21 the results were TLR4 MyD88 comp -3, bIAP act 0.9, PPARg SRC-1 ag -5, Redox H2O2 prof -1.6, SRC2 TRFRET art 1621, L major viab -3, bIAP inhibitor 5, PPARg SRC2 recr 10, PPARg SRC-3 ag 5, S1P3 antag -5 and ROMK primary 0.31.
Screening COc1ccc(OCc2nnc(NC(=O)Nc3ccc(F)cc3)s2)cc1 returned TLR4 MyD88 comp 19, bIAP act 0.9, PPARg SRC-1 ag 1, Redox H2O2 prof -0.4, SRC2 TRFRET art 1371, L major viab -9, bIAP inhibitor 9, PPARg SRC2 recr -7, PPARg SRC-3 ag -4, S1P3 antag 10 and ROMK primary 1.2.
For CC1CN(C(=O)C(C)N2C(=O)c3ccccc3C2=O)CC(C)O1 (stereo not drawn) the results were TLR4 MyD88 comp 5, bIAP act 1, PPARg SRC-1 ag 2, Redox H2O2 prof -2.5, SRC2 TRFRET art 1541, L major viab -6, bIAP inhibitor -3, PPARg SRC2 recr 2, PPARg SRC-3 ag -2 and S1P3 antag -5.
Screening CC(=O)/C=C/n1c(=S)oc2ccccc21 returned TLR4 MyD88 comp 16, bIAP act 0.3, PPARg SRC-1 ag -4, Redox H2O2 prof -0.3, SRC2 TRFRET art 1388, L major viab 100*, PPARg SRC2 recr -5, PPARg SRC-3 ag 2 and S1P3 antag 11.
CCO/C(C)=N/n1c2nc3ccccc3nc2c2c(=O)n(C3CCCC3)c(C)nc21 was read as TLR4 MyD88 comp -8, bIAP act 1, PPARg SRC-1 ag 8, Redox H2O2 prof -3.0, SRC2 TRFRET art 1659, L major viab 13, bIAP inhibitor -5, PPARg SRC2 recr 10, PPARg SRC-3 ag 5 and S1P3 antag -27.
For COCCNC(=O)Nc1ccc2nc(-c3ccco3)c(-c3ccco3)nc2c1 the results were TLR4 MyD88 comp 9, bIAP act 1.1, PPARg SRC-1 ag 2, Redox H2O2 prof 0.0, SRC2 TRFRET art 1351, L major viab -4, bIAP inhibitor -6, PPARg SRC2 recr 2, PPARg SRC-3 ag 5 and S1P3 antag -6.
`C/C(=N\NC(=O)CSc1nc2ccccc2[nH]1)c1ccncc1` gave TLR4 MyD88 comp 7, bIAP act 1.1, PPARg SRC-1 ag 5, Redox H2O2 prof -0.4, SRC2 TRFRET art 1692, L major viab 6, bIAP inhibitor -14, PPARg SRC2 recr 2, PPARg SRC-3 ag 4, S1P3 antag -14 and ROMK primary 1.1.
For O=C(Nc1cc2c(oc1=O)CCCC2=O)c1cccc(Cl)c1 the results were TLR4 MyD88 comp 2, bIAP act 1, PPARg SRC-1 ag 8, Redox H2O2 prof 1.9, SRC2 TRFRET art 1444, L major viab -2, bIAP inhibitor 3, PPARg SRC2 recr 0 and PPARg SRC-3 ag -8.
`Cc1ccccc1OC/C(O)=C(\C#N)c1nc2ccccc2[nH]1` gave TLR4 MyD88 comp -13, bIAP act 0.9, PPARg SRC-1 ag 4, Redox H2O2 prof -8.5, SRC2 TRFRET art 1752, L major viab 7, bIAP inhibitor 11, PPARg SRC2 recr 0 and PPARg SRC-3 ag 3.
Cn1nc(CC(=O)Nc2ccc3c(c2)OCCO3)c2ccccc2c1=O was read as TLR4 MyD88 comp 9, bIAP act 0.9, PPARg SRC-1 ag 6, Redox H2O2 prof -2.6, SRC2 TRFRET art 1640, L major viab 6, bIAP inhibitor 7, PPARg SRC2 recr 5, PPARg SRC-3 ag 2 and S1P3 antag 33.
Screening CCOC(=O)N1CCN(C(=O)C2CCCN(c3nc4ccc(OCC)cc4s3)C2)CC1 (stereo not drawn) returned TLR4 MyD88 comp 2, bIAP act 1, PPARg SRC-1 ag -2, Redox H2O2 prof -0.7, SRC2 TRFRET art 1656, L major viab 5, bIAP inhibitor -5, PPARg SRC2 recr 2, PPARg SRC-3 ag 4 and S1P3 antag 3.
CC(C)N(C(=O)Nc1ccc2nccnc2c1)C(C)C was read as TLR4 MyD88 comp 2, bIAP act 0.9, PPARg SRC-1 ag 4, Redox H2O2 prof -0.6, SRC2 TRFRET art 1584, L major viab -2, bIAP inhibitor 5, PPARg SRC2 recr 15, PPARg SRC-3 ag 17, S1P3 antag -8 and ROMK primary 0.48.
`CCCCNC(=O)[C@H](CSCc1ccccc1)N1Cc2ccccc2C1=O` gave TLR4 MyD88 comp -3, bIAP act 1.2, PPARg SRC-1 ag 4, Redox H2O2 prof 0.5, SRC2 TRFRET art 1374, L major viab 0, bIAP inhibitor -16, PPARg SRC2 recr -14, PPARg SRC-3 ag 2, S1P3 antag -3 and ROMK primary -2.
Screening Cc1cnc2cc(Cl)c(Cl)cc2n1 returned TLR4 MyD88 comp 1, bIAP act 1, PPARg SRC-1 ag -4, Redox H2O2 prof 0.4, SRC2 TRFRET art 1544, L major viab -3, bIAP inhibitor -2, PPARg SRC2 recr 2 and PPARg SRC-3 ag -14.
`O=S(=O)(c1ccc2ccccc2c1)N1CCCOC1` gave TLR4 MyD88 comp 9, bIAP act 0.9, PPARg SRC-1 ag 1, Redox H2O2 prof 0.0, SRC2 TRFRET art 1486, L major viab 1, bIAP inhibitor 12, PPARg SRC2 recr 5, PPARg SRC-3 ag 15 and S1P3 antag -12.
`Cc1ccc(C)c(Cn2nnc3c(=O)[nH]c(C(=O)NCC4CCCO4)nc32)c1` (stereo not drawn) gave TLR4 MyD88 comp 2, bIAP act 1.7, PPARg SRC-1 ag 6, Redox H2O2 prof -0.4, SRC2 TRFRET art 1453, L major viab -3, bIAP inhibitor -72, PPARg SRC2 recr 5, PPARg SRC-3 ag 8 and S1P3 antag -18.
For CCOc1ccc(Nc2ncnc3c2cnn3Cc2ccccc2)cc1 the results were TLR4 MyD88 comp -6, bIAP act 0.9, PPARg SRC-1 ag -5, Redox H2O2 prof -3.3, SRC2 TRFRET art 1464, L major viab 9, bIAP inhibitor 6, PPARg SRC2 recr -8 and PPARg SRC-3 ag 2.
For CCOc1ccc(CNc2ccc(S(N)(=O)=O)cc2)cc1 the results were TLR4 MyD88 comp -3, bIAP act 1, PPARg SRC-1 ag -10, Redox H2O2 prof -0.7, SRC2 TRFRET art 1429, L major viab 5, bIAP inhibitor 2, PPARg SRC2 recr -11, PPARg SRC-3 ag -1, S1P3 antag 5 and ROMK primary 0.023.
`CN(C)CCNC(=O)c1ccc(CS(=O)(=O)c2c(Cl)cccc2Cl)o1` gave TLR4 MyD88 comp -8, bIAP act 1, PPARg SRC-1 ag 8, Redox H2O2 prof -0.9, SRC2 TRFRET art 1510, L major viab 7, bIAP inhibitor 5, PPARg SRC2 recr -3, PPARg SRC-3 ag -3 and S1P3 antag 17.
COc1ccc(CCNC(=O)c2c(-c3ccccc3)noc2C)cc1OC was read as TLR4 MyD88 comp 1, bIAP act 1.1, PPARg SRC-1 ag 6, Redox H2O2 prof -0.7, SRC2 TRFRET art 1533, L major viab -7, bIAP inhibitor -14, PPARg SRC2 recr 6, PPARg SRC-3 ag 1 and S1P3 antag 12.
`COc1cc(C(=O)N(Cc2ccco2)Cc2cc3ccccc3[nH]c2=O)cc(OC)c1OC` gave TLR4 MyD88 comp -10, bIAP act 1, PPARg SRC-1 ag -1, Redox H2O2 prof -1.0, SRC2 TRFRET art 1469, L major viab 7, bIAP inhibitor 0, PPARg SRC2 recr -5, PPARg SRC-3 ag 2 and S1P3 antag -43.
Screening C/C(=N\Nc1nc(N2CCOCC2)nc(N2CCOCC2)n1)c1cccs1 returned TLR4 MyD88 comp 7, bIAP act 1, PPARg SRC-1 ag 3, Redox H2O2 prof 0.0, SRC2 TRFRET art 1587, L major viab -4, bIAP inhibitor 3, PPARg SRC2 recr 5, PPARg SRC-3 ag 1, S1P3 antag -4 and ROMK primary 0.89.

Filtered by structure, the compounds so far with a furan ring, fused or not
For COCCNC(=O)Nc1ccc2nc(-c3ccco3)c(-c3ccco3)nc2c1 the results were TLR4 MyD88 comp 9, bIAP act 1.1, PPARg SRC-1 ag 2, Redox H2O2 prof 0.0, SRC2 TRFRET art 1351, L major viab -4, bIAP inhibitor -6, PPARg SRC2 recr 2, PPARg SRC-3 ag 5 and S1P3 antag -6.
`CN(C)CCNC(=O)c1ccc(CS(=O)(=O)c2c(Cl)cccc2Cl)o1` gave TLR4 MyD88 comp -8, bIAP act 1, PPARg SRC-1 ag 8, Redox H2O2 prof -0.9, SRC2 TRFRET art 1510, L major viab 7, bIAP inhibitor 5, PPARg SRC2 recr -3, PPARg SRC-3 ag -3 and S1P3 antag 17.
`COc1cc(C(=O)N(Cc2ccco2)Cc2cc3ccccc3[nH]c2=O)cc(OC)c1OC` gave TLR4 MyD88 comp -10, bIAP act 1, PPARg SRC-1 ag -1, Redox H2O2 prof -1.0, SRC2 TRFRET art 1469, L major viab 7, bIAP inhibitor 0, PPARg SRC2 recr -5, PPARg SRC-3 ag 2 and S1P3 antag -43.

Hits appear at their usual frequency; overall some 11% were active at least once.
